USP1 inh: blocks the human USP1/UAF1 deubiquitinase complex. O94782. recombinant USP1/UAF1, Ub-Rhodamine cleavage fluorescence. Potency, µM (highest dose often 57.1 µM), inactives show at the highest dose activity change, negative = inhibition, hits mostly inhibitors. 390,000 tested, 0.23% active. AID 743255; further: on the % scale 0 is the no-effect control and ±100 the full control effect; nearly all actives have a fitted effect of over 60% in size; inactives centre near -12
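USP1/UAF1 complex at 1 nM was preincubated with compound for 15 min at room temperature, then Ub-Rho substrate (150nM final) was added. Fluorescence (480/540 nm) was read kinetically, 6 reads every 60 seconds.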
TrxR1 inh: inhibitors of rat thioredoxin reductase 1; recombinant rTrxR1, NADPH fluorescence consumption, selenite substrate; Potency, µM (doses to about 114 µM), without a hit: at the highest dose activity change, negative = inhibition, actives largely listed as inhibitors; 390,000 tested, 1% active; further: on the % scale 0 is the no-effect control and ±100 the full control effect; nearly all actives have a fitted effect of over 65% in size
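Rat TrxR1 (90 nM in the dispensed reagent) was pre-reduced with 400 uM NADPH for 5 min at room temperature, then incubated with compound for 15 min. After 400 uM selenite was added, NADPH fluorescence (Ex 340/Em 450 nm) was followed for 8 min.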
Vif-A3F inh: inhibitors of Vif-A3F interaction; HeLa A3F-eYFP + Vif (tagged APOBEC3F with the HIV-1 protein that degrades it), YFP fluorescence increase; Potency, µM (highest dose often 46.1 µM), for the others: at the highest dose activity, negative = active; 390,000 tested, 0.2% active; further: % of control where 0% means no effect; nearly all actives have a fitted effect of over 65% in size
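HeLa cells stably expressing A3F-eYFP plus Vif, plated and incubated overnight at 37 deg C, then exposed to compounds overnight at 37 deg C. Blocked degradation read as raised yellow fluorescence (Ex 488/Em 500-530).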
Vif-A3G inh: inhibitors of Vif-APOBEC3G interaction. AID 602310. HeLa A3G-eYFP + Vif (tagged APOBEC3G with the HIV-1 protein that degrades it), YFP fluorescence, overnight. Q9HC16. Potency, µM (top dose mostly 46.1 µM), inactives show top-dose activity, negative = active, actives largely listed as inhibitors. 410,000 tested, 0.076% active;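 further: on the % scale 0 is the no-effect control and ±100 the full control effect; nearly all actives have a fitted effect of over 60% in size; hits raise eYFP signal because A3G escapes Vif-driven loss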
Target sequence (Q9HC16 whole entry, looked up): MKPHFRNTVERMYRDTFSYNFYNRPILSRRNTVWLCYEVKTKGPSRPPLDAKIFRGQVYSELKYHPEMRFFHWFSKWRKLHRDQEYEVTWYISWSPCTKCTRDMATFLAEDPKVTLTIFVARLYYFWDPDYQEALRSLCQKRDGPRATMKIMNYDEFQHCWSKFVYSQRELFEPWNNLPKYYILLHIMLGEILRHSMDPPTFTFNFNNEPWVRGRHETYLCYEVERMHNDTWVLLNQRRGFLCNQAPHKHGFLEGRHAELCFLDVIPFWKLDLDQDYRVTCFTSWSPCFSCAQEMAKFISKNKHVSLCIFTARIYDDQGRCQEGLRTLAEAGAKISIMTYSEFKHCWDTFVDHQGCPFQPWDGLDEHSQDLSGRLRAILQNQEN
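HeLa cells stably expressing Vif and C-terminally eYFP-tagged A3G, seeded overnight at 37 deg C, then exposed to compound by pintool overnight at 37 deg C. Rise in yellow fluorescence (Ex 488/Em 500-530, Acumen) marks blocked Vif-driven A3G degradation.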
RXFP1 ag: agonists of human relaxin receptor RXFP1; Q9HBX9; HEK293T-RXFP1 cAMP TR-FRET, 30 min; response scale: percent of porcine relaxin response, buffer zero; Potency, µM (top dose mostly 57.5 µM), without a hit: at the highest dose activation, usual class: activators; 370,000 tested, 0.3% active; AID 2676; further: on the % scale 0 is the no-effect control and ±100 the full control effect; nearly all actives have a fitted effect of over 60% in size; many of its hits are not listed in these tables
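cAMP rise read by TR-FRET after 30 min, 37C compound exposure (up to 58 uM) in RXFP1-transfected HEK293 cells with Ro 20174 present. EC50 from Hill-equation fits, with 29 nM porcine relaxin as 100% and buffer as basal.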
RGS4 inh: human RGS4 inhibition. Transcreener GDP fluorescence polarization, RGS4-accelerated GTP hydrolysis. Potency, µM (highest dose often 114 µM), inactives show at the highest dose activity change, negative = inhibition, hits mostly inhibitors. 390,000 tested, 0.039% active. AID 504845. P49798; further: on the % scale 0 is the no-effect control and ±100 the full control effect; nearly all actives have a fitted effect of over 75% in size; some results filed as inactive show a strong effect at the top dose
Target sequence (P49798 whole entry, looked up): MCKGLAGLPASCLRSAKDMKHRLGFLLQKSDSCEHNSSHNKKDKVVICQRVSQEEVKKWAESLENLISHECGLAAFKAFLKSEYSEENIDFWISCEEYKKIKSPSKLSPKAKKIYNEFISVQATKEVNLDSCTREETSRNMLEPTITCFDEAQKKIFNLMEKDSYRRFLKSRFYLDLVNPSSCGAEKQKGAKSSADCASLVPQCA
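MLSMR compounds (23 nl, pin-transferred) preincubated 10 min at room temperature with a 500nM (2x) first reagent, then RGS4 at 900nM (2x) plus Transcreener GDP mix added; fluorescence polarization (620/688 nm) read before and after 90 min at 30 °C.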
TrxR1 substrate: is turned over as a substrate by rat TrxR1; O89049; purified TrxR1 substrate turnover, NADPH consumption readout; Potency, µM (doses to about 114 µM), inactives show top-dose activity change, negative = substrate turnover; 390,000 tested, 0.01% active; AID 588456; further: on the % scale 0 is the no-effect control and ±100 the full control effect; nearly all actives have a fitted effect of over 50% in size
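Rat TrxR1, dispensed at 90 nM, was prereduced with 400 uM NADPH (final) for 5 min at ~22 deg C, then incubated with compound 15 min before 400 uM selenite. A first-read NADPH fluorescence drop versus no-compound background flagged substrates.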
mIDH1 inhibitor: blocks human mutant IDH1 R132H enzyme. O75874. IDH1-R132H enzyme, NADPH consumption, diaphorase/resazurin fluorescence. Potency, µM (series often up to 76.6 µM), for inactives: at the highest dose activity change, negative = inhibition, usual class: inhibitors. 390,000 tested, 0.093% active. AID 602179; further: on the % scale 0 is the no-effect control and ±100 the full control effect; nearly all actives have a fitted effect of over 65% in size
Target sequence (O75874 whole entry R132H, stated change not applied): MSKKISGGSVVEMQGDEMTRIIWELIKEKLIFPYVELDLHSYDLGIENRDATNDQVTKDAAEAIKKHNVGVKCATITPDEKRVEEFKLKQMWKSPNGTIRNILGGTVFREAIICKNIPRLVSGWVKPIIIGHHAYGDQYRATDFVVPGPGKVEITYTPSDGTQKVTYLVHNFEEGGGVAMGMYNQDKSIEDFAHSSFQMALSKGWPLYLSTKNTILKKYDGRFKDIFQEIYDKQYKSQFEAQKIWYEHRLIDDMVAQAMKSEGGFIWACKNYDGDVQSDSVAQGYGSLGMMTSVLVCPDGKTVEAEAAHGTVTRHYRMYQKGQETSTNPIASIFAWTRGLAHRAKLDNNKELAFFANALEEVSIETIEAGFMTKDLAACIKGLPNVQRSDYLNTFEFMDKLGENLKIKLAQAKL
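IDH1-R132H (0.5 ug/mL dispensed) in pH 7.5 Tris buffer was preincubated 30 min with compound, then given a substrate mix of 0.016 mM NADPH and 2 mM alpha-KG for 80 min at room temperature; remaining NADPH was read by diaphorase/resazurin fluorescence.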
12-LOX inh: inhibitors of human 12S-lipoxygenase ALOX12 | Potency, µM (doses to about 108 µM), inactives show at the top dose activity change, negative = inhibition, usual class: inhibitors | AID 1671190 | 580,000 tested, 1.1% active | purified 12hLO, xylenol orange hydroperoxide absorbance; further: on the % scale 0 is the no-effect control and ±100 the full control effect
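Purified human 12hLO (150 nM final) in 25 mM Hepes, 0.01% Triton X-100, pH 7.0 was preincubated 15 min at room temperature with compound. Then 40 uM arachidonic acid was added, 30 min. Hydroperoxide was read by Fe-XO absorbance ratio 573/405 nm.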
* marks the source's active call; other numbers are inactive results; u = inconclusive; x = no result given; & = joins results of further samples; [ ] = dose if it differs, or a comment. The call rests on the fitted dose curve; in most records, active means well fitted curve in the direction sought with a large enough effect; inconclusive means small, poorly fitted or top-dose-only effect, or another doubt; inactive means no such curve, though single readings can be large; an effect the other way counts as inactive or inconclusive. Potency means the concentration at half of the fitted maximal effect.

Values in the order – USP1 inh	TrxR1 inh	Vif-A3F inh	Vif-A3G inh	RXFP1 ag	RGS4 inh	TrxR1 substrate	mIDH1 inhibitor	12-LOX inh
Cn1c(=O)oc2cc(S(=O)(=O)N3CCOCC3)ccc21
  -19%	0%	-1%	2%	2.8%	4%	-5%	1%	0%
O=C(NC1CC1)c1nc2c(nnn2Cc2ccccc2Cl)c(=O)[nH]1
  1%	-8%	-5%	1%	-0.1%	17%	3%	0%	0%[57.4 µM]
Cc1nn2c(N3CCN(C)CC3)cc(C(C)(C)C)nc2c1-c1ccccc1
  -21%	14%	22%	-12%	-0.5%	-1%	-2%	0%	u
CC(Sc1nnc(-c2ccco2)n1C)C(=O)Nc1ccc(N2CCOCC2)cc1 (stereo not given)
  -14%	-2%[57.1 µM]	-18%	-3%	-0.4%	17%	-3%[57.1 µM]	-11%	-2%
CCC(C)(C)NC(=O)c1ccc(Sc2nncn2C)c([N+](=O)[O-])c1
  -15%	3%[57.1 µM]	-2%	-4%	0.4%	-12%	-22%[57.1 µM]	7%	-3%
CCc1c(C)nc2cc(-c3cccc(Br)c3)[nH]n2c1=O
  -25%	25%	u	-7%	0.5%	-23%	12%	8%	-8%
CCN(CC(=O)Nc1c(F)cccc1F)C(=O)CCc1nc2cc(S(=O)(=O)N3CCOCC3)ccc2n1C
  -9%	-20%	2%	-1%	1.0%	-4%	-15%	2%	5%
COc1ccc(CC(=O)NCC(=O)N/N=C/c2c[nH]c3ccccc23)cc1
  -16%	9%	2%	-2%	-3.6%	6%	-1%	5%	-1%
CC(C)CCn1c(NCCN(C)C)nc2c1c(=O)[nH]c(=O)n2C
  3%	12%	-13%	2%	-1.4%	-3%	3%	6%	5%
CCn1c(CCNC(=O)c2ccco2)nc2ccccc21
  0%	-5%	-5%	0%	0.2%	8%	9%[57.1 µM]	1%	-3%
CCOC(=O)c1ccc(Oc2cc(C)nc(SC)n2)cc1
  -17%	6%	-13%	-30%	1.6%	17%	-8%	2%	0%
CCCCC(CC)C(=O)Oc1ccc(O)c(C(C)(C)C)c1 (stereo not given)
  -22%	38%[activator]	7%	-28%	-6.2%	22%	-3%	3%	-20%
CCOC(=S)SCC(=O)N1CCc2ccccc2C1C1C(=O)CCCC1=O (stereo not given)
  -2%	-9%	0%	-7%	-2.2%	0%	-10%	-1%	-24%
Cc1ccc(NC(=O)C2CC(=O)n3ncnc3N2)cc1 (stereo not given)
  -11%	12%	-2%	2%	-0.1%	1%	6%	7%	-27%
CCCOC1CCCN(C(=O)c2ccc3oc(C(C)C)nc3c2)C1 (stereo not given)
  -7%	-11%	-8%	1%	0.3%	-20%	-4%	-3%	0%

Look-ups from the list.
Cn1c(=O)oc2cc(S(=O)(=O)N3CCOCC3)ccc21 in USP1 inh is entered as -19%
CC(Sc1nnc(-c2ccco2)n1C)C(=O)Nc1ccc(N2CCOCC2)cc1 (stereo not given) in Vif-A3G inh is entered as -3%

(more compounds)
| compound | USP1 inh | TrxR1 inh | Vif-A3F inh | Vif-A3G inh | RXFP1 ag | RGS4 inh | TrxR1 substrate | mIDH1 inhibitor | 12-LOX inh |
| --- | --- | --- | --- | --- | --- | --- | --- | --- | --- |
| C=COC(=O)NC1CCc2cc(OC)c(OC)c(OC)c2-c2ccc(SC)c(=O)cc21 (stereo not given) | -15% | 15%[11.4 µM] | -11% | -43% | x | -12% | 6%[57.1 µM] | -2% | u |
| CC(C)CNC(=S)NC1CCCC1 | -21% | 5% | 3% | 1% | -0.8% | 6% | 5% | 5% | -15% |
| CCN1CCN(C2=C(Cl)C(=O)N(Cc3ccccc3)C2=O)CC1 | -22% | -22% | 4% | -1% | 1.5% | -23% | -3% | 12% | u |
| C[C@@H]1CN([C@@H](C)CO)C(=O)c2cc(Br)cnc2O[C@H]1CN(C)C(=O)Nc1ccccc1 | -14% | x | -5% | 1% | x | x | x | 14% | -14% |
| COc1ccc(-n2c(C)cc(C(=O)CN3C(=O)c4ccccc4C3=O)c2C)cc1 | -19% | 16%[57.1 µM] | 0% | -3% | -1.3% | -16% | -17%[57.1 µM] | 13% | -19% |
| CCOC(=O)CCCN1CC(O)=C(c2nc(-c3ccc(Cl)cc3)cs2)C1=N | -9% | 4%[57.1 µM] | -9% | -1% | 1.7% | -25% | 4%[57.1 µM] | -13% | -13% |
| Cc1ccccc1NC(=O)CCOc1ccccc1 | 0%&-11% | -2%&-23% | -4% | -5% | -3.1%&2.6% | 29%&-2% | -1%&1% | 7% | 7%&-15% |
| CCCc1cc(=O)[nH]c(SCc2cccc(C)c2)n1 | -9% | 9%[57.1 µM] | 6% | 1% | 1.0% | -4% | 6%[57.1 µM] | 5% | -9% |
| Cc1cccc(-n2ncc3c(N(C)C4CCCCC4)ncnc32)c1 | -10% | 45%[activator] | 4% | 3% | -0.2% | -12% | 11% | 4% | -28% |
| CCC1=C(OC(=O)N(CC)CC)N2C(=O)OC(=NCCOC)[C@]2(Cc2ccccc2)[C@H]2C1=CC[C@H]1C(=O)NC(=O)[C@H]12 | -16% | 23% | 2% | 0% | 0.2% | 24% | 10% | 6% | -9% |
| O=C(c1cccc(Br)c1)N1CCN(S(=O)(=O)N2CCOCC2)CC1 | -11% | 12% | 5% | -2% | -0.2% | 21% | 2% | 0% | 12% |
| COc1ccc(S(=O)(=O)Nc2cccc3c2O[C@H](CN(C)CC2CCCCC2)[C@@H](C)CN([C@H](C)CO)C3=O)cc1 | -12% | -5%[57.1 µM] | 0% | 1% | x | 15% | 2% | 1% | 0% |
| O=C(Nc1ccccc1)N1CCSc2ccccc21 | -6% | 14% | -11% | -3% | 0.5% | 21% | 5% | 5% | 2% |
| COc1ccc(C2=CC(c3sccc3C)n3nnnc3N2)cc1 (stereo not given) | -11% | -31% | 14% | 2% | -0.7% | -10% | 6% | 4% | -26% |
| COCc1c(C(=O)N/N=C(/C)c2ccc(OCc3ccccc3)cc2)nnn1-c1nonc1N | -9% | 27% | 3% | 2% | -1.0% | 11%[11.4 µM] | 19% | 14% | 2% |
| Cn1cccc1/C=N/NC(=O)Cc1ccccc1 | -6% | u | 17% | 0% | 2.0% | 6% | -10% | -3% | -7% |

Among those listed so far, three have bromine.
| compound | USP1 inh | TrxR1 inh | Vif-A3F inh | Vif-A3G inh | RXFP1 ag | RGS4 inh | TrxR1 substrate | mIDH1 inhibitor | 12-LOX inh |
| --- | --- | --- | --- | --- | --- | --- | --- | --- | --- |
| CCc1c(C)nc2cc(-c3cccc(Br)c3)[nH]n2c1=O | -25% | 25% | u | -7% | 0.5% | -23% | 12% | 8% | -8% |
| C[C@@H]1CN([C@@H](C)CO)C(=O)c2cc(Br)cnc2O[C@H]1CN(C)C(=O)Nc1ccccc1 | -14% | x | -5% | 1% | x | x | x | 14% | -14% |
| O=C(c1cccc(Br)c1)N1CCN(S(=O)(=O)N2CCOCC2)CC1 | -11% | 12% | 5% | -2% | -0.2% | 21% | 2% | 0% | 12% |

The listing continues:
| compound | USP1 inh | TrxR1 inh | Vif-A3F inh | Vif-A3G inh | RXFP1 ag | RGS4 inh | TrxR1 substrate | mIDH1 inhibitor | 12-LOX inh |
| --- | --- | --- | --- | --- | --- | --- | --- | --- | --- |
| COc1cc(C2C(C(=O)Nc3ccccc3)=C(C)Nc3nnnn32)cc(OC)c1OC (stereo not given) | -3% | -10% | -12% | 1% | -0.9% | -5% | -4% | 4% | -13% |
| Cc1ccc(S(=O)(=O)N2CCOCC2)cc1NC(=O)Cn1ccsc1=N | -16% | -14% | x | 0% | -1.6% | 3% | -3% | 2% | 9% |
| N#CCCN(C(=S)NC(=O)c1ccco1)c1ccccc1F | -7% | -2% | 1% | -1% | 1.4% | -27% | 15%[57.1 µM] | 17% | -20% |
| Cc1ccc(C)c(NC(=O)Cn2c(=O)n(Cc3ccc4c(c3)OCO4)c(=O)c3ccc(C(=O)NC4CCCCC4)cc32)c1 | -22% | 2% | 9% | 1% | -0.9% | -8% | 0% | -12% | 0% |

These rows are one share of the data; rates above refer to the full screens.
